LYPLA1 inh = LYPLA1 (human) inhibition in PME1 counter-screen. O75608. recombinant LYPLA1, FP-Rh probe fluorescence polarization. inhibition, % at 5.9 µM. actives 0.16% (n = 320,000). AID 2174;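 active means inhibition above the mean of all tested compounds plus 3 SD, set per campaign, cut at about 14% in these data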;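 further: inhibitors block serine hydrolase probe labeling of LYPLA1 so polarization falls; 0% = enzyme with DMSO and 100% = wells lacking LYPLA1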
PAFAH1B3 inh = inhibitors of human PAFAH1B3. AID 492972. inhibition, % at 3.39 µM. recombinant PAFAH1B3, FP-rhodamine probe, fluorescence polarization. actives 0.28% (n = 340,000);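 active means inhibition above the screen-wide average of all tested compounds plus 3 SD, cut at about 25% in these data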;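 further: 0% = enzyme with DMSO only and 100% = wells lacking PAFAH1B3 protein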
Target sequence (Q15102 whole entry, looked up): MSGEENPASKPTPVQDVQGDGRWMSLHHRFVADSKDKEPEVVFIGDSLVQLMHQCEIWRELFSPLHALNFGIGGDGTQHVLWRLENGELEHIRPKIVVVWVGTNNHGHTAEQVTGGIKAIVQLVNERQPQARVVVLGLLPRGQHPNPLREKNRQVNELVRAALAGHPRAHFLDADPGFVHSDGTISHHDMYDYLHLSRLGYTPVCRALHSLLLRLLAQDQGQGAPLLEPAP
PREPL inh = inhibits the human prolyl oligopeptidase-like enzyme; AID 2751; inhibition, % at 5.96 µM; Q4J6C6; actives 0.68% (n = 320,000); recombinant PREPL, fluorescence polarization activity-based probe; in the data active means inhibition above about 43%;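 further: 0% = enzyme with DMSO and 100% = wells lacking enzyme; many of its hits are not listed in these tables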
PAD4 inh = PAD4 (human) enzyme inhibition; recombinant PAD4, RCA probe fluorescence polarization; inhibition, % at 6.36 µM; actives 0.41% (n = 330,000);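 active means percent inhibition above a cutoff equal to the mean of all tested compounds plus 3 SD, cut at about 15% in these data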;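 further: 0% = PAD4 with RCA probe and DMSO and 100% = probe without PAD4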
Target sequence (Q9UM07 whole entry, looked up): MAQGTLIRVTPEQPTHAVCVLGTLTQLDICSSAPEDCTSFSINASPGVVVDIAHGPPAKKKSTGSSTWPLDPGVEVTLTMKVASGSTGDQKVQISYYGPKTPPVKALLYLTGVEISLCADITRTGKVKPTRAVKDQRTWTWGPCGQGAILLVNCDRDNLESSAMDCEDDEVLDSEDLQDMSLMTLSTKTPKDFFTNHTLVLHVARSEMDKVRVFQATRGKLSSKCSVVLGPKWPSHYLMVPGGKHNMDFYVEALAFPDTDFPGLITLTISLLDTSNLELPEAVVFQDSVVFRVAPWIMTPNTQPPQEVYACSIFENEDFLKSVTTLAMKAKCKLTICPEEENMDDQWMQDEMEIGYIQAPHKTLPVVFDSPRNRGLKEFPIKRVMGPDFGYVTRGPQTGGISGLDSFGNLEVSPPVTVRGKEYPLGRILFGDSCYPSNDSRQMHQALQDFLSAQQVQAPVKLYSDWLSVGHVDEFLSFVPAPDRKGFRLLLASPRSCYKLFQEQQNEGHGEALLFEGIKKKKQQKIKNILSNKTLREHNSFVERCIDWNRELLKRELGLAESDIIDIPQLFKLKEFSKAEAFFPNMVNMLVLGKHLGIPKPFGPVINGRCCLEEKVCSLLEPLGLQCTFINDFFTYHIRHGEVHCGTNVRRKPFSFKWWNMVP
PAFAH1B2 FP inh = inhibitors of human PAFAH1B2. recombinant PAFAH1B2, FP-rhodamine activity probe, fluorescence polarization. inhibition, % at 3.39 µM. actives 1.2% (n = 340,000). AID 492953;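 active means inhibition above the mean of all tested compounds plus 3 SD, cut at about 24% in these data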;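 further: 0% = enzyme with DMSO and 100% = wells lacking PAFAH1B2; many of its hits are not listed in these tables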
GSTO1 inh = blocks human GSTO1 in RBBP9 counter-screen; recombinant GSTO1, activity-based probe fluorescence polarization; inhibition, % at 5.96 µM; actives 1.1% (n = 300,000);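 active means inhibition above the campaign mean inhibition plus 3 SD, cut at about 35% in these data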;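 further: 0% = GSTO1-1 with DMSO and 100% = wells lacking GSTO1-1 enzyme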
pPAFAH FP inh = inhibitors of human plasma PAF acetylhydrolase (pPAFAH); Q13093; recombinant pPAFAH, FP-rhodamine probe fluorescence polarization; inhibition, % at 3.39 µM; actives 1.5% (n = 330,000); AID 463082;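 active means inhibition above the mean inhibition across the screen plus 3 SD, cut at about 25% in these data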;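 further: inhibitors block binding of the rhodamine activity-based probe so polarization drops; 0% = enzyme with DMSO and 100% = wells lacking pPAFAH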
PAFAH2 FP inh = inhibitors of human PAFAH2; inhibition, % at 3.39 µM; AID 492956; actives 0.99% (n = 340,000); recombinant PAFAH2, FP-rhodamine activity probe, fluorescence polarization; Q99487;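 active means inhibition above the mean over all tested compounds plus 3 SD, cut at about 30% in these data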;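 further: inhibitors block probe labeling of enzyme so polarization drops; 0% = enzyme with DMSO and 100% = wells lacking PAFAH2 protein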
LYPLA2 counter = counter-screen for PME1 inhibitors: inhibitors of human LYPLA2; actives 0.38% (n = 320,000); recombinant LYPLA2, FP-Rh probe fluorescence polarization; inhibition, % at 5.9 µM; O95372;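 active means inhibition above the screen-wide mean plus 3 SD, limit set per campaign, cut at about 26% in these data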;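 further: 0% = LYPLA2 with DMSO and 100% = wells lacking LYPLA2 enzyme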
An asterisk follows results filed as active; . = no result given.

structure,LYPLA1 inh,PAFAH1B3 inh,PREPL inh,PAD4 inh,PAFAH1B2 FP inh,GSTO1 inh,pPAFAH FP inh,PAFAH2 FP inh,LYPLA2 counter
CN(Cc1ccccc1)C(=O)CCC1CCN(C(=O)c2ccccc2C(F)(F)F)CC1,-3,14,3,-2,0,2,-1,-3,-6
CCOC(=O)CSc1cc(C)nc2ccc(OC)cc12,-5,-4,-1,10,8,-20,-5,-1,1
CCC1=NN2C(=N)/C(=C\c3ccc(OCCOc4ccc(NC(C)=O)cc4)cc3)C(=O)N=C2S1,-3,8,8,-3,1,-8,4,0,3
COCCNC(=O)C1CC(=O)N(c2ccc(OC)cc2)C1c1ccc(OC)cc1 (centres undefined),-4,-2,14,-2,2,19,-6,-2,-2
Cc1c(NC(=O)/C(C#N)=C\c2cccs2)c(=O)n(-c2ccccc2)n1C,1,7,6,-3,0,-3,-3,1,-3
O=C(Cn1cccc1)N1CCN(C(c2ccccc2)c2ccccc2)CC1,2,-1,5,4,0,-4,17,2,-3
COc1cc(C(Nc2ccc(S(=O)(=O)NCC3CCCO3)cc2)C(=O)NC(C)(C)C)cc(OC)c1OC (centres undefined),3,2,10,-1,3,-2,-2,1,5
Cc1coc2cc3oc(=O)c4c(c3cc12)CCC4,-1,.,11,-4,.,0,2,.,1
C=CCN1C(=O)/C(=c2\sc3nc(=O)c(Cc4ccc(OC)c(OC)c4)nn3c2=O)c2ccccc21,-3,.,5,-1,.,16,2,.,-5
Cc1ccc(S(=O)(=O)CCc2nnc(NC(=O)COc3cccc(C)c3)s2)cc1,2,8,4,6,6,-3,4,-2,0

(next part)
structure,LYPLA1 inh,PAFAH1B3 inh,PREPL inh,PAD4 inh,PAFAH1B2 FP inh,GSTO1 inh,pPAFAH FP inh,PAFAH2 FP inh,LYPLA2 counter
CC(NC(=O)C(=O)N1CCCCC1)C(c1cccs1)N1CCN(c2ccc(F)cc2)CC1 (centres undefined),-1,-2,35,-6,-1,0,2,1,1
CCN(c1cccc(C)c1)S(=O)(=O)c1ccc2c(c1)N(C(C)=O)CCS2,0,10,11,-3,-2,6,0,-7,3
CCC1Oc2ccccc2N(CC(=O)NCCCN2CCN(CC)CC2)C1=O (centres undefined),-1,0,-1,2,1,1,1,-1,6
CC(=O)[C@@H]1[C@@H]2C(=O)N(C3CCCCC3)C(=O)[C@@H]2C2c3ccccc3C=CN21 (some centres undefined),-3,.,-22,-9,.,22,-1,.,4
O=c1[nH]cnc2scc(-c3ccc(F)cc3)c12,3,-2,8,2,-3,1,-2,-2,4
CCOC(=O)C1CCCN(Cc2cn(C)nc2-c2ccc3c(c2)OCCO3)C1 (centres undefined),2,6,8,-1,3,4,-2,4,8
O=C(/C=C/Nc1cccc([N+](=O)[O-])c1)c1cccs1,2,-1,13,2,4,2,12,2,7
CN1c2ccccc2C(C)(C)[C@]12C=Cc1cc(O)ccc1O2,-27,-8,-106,-76,-7,2,0,-11,-56
COc1ccc(CC(=O)Nc2cccc3c2CCCC3)cc1,-2,5,5,-1,7,6,1,-9,3
COc1ccccc1N(Cc1cc(=O)[nH]c2ccccc12)C(C)=O,-2,3,-10,-1,1,2,4,11,-7

(further entries)
structure,LYPLA1 inh,PAFAH1B3 inh,PREPL inh,PAD4 inh,PAFAH1B2 FP inh,GSTO1 inh,pPAFAH FP inh,PAFAH2 FP inh,LYPLA2 counter
CCCN(CC(=O)Nc1ccccc1C)C(=O)c1cccc(-n2cnnn2)c1,0,-1,7,-1,-3,0,6,3,-1
CCCOP(=O)(c1ccccc1)c1ccccc1,2,2,-3,2,1,2,4,-3,7
CCCOc1ccc(C(=O)NC(=S)NCc2cccnc2)cc1,3,-6,-8,-1,0,4,5,4,8
CN(Cc1cccs1)S(=O)(=O)c1cccs1,0,10,-10,-2,6,-4,0,8,2
COC(=O)C1=C(NC(=O)CCCCl)CCS1,-5,-7,-6,0,-4,2,2,2,-1
Cc1ccc(-c2nc(CS(=O)(=O)CC(=O)NCCCN3CCN(C)CC3)c(C)o2)cc1,2,9,-12,-1,6,1,0,-1,0
Cc1sc2nc3ccc(N4CCCCC4)nn3c(=O)c2c1C,0,2,11,4,-1,-4,9,1,7
CC1CCCCN1CC(=O)NC(c1ccccc1)c1ccccc1 (centres undefined),3,3,-7,-3,5,31,-8,3,2
COc1ccc(NC(=O)c2cnc3n(c2=O)CCS3)cc1OC,1,5,6,-2,3,-5,-9,-2,-3
CCC(C)(C(=O)Nc1ccccc1C)N(C(=O)CNC(C)=O)c1ccccc1C (centres undefined),0,14,0,6,3,1,3,-2,3

A draw from above in order of formula weight, ascending.
structure,LYPLA1 inh,PAFAH1B3 inh,PREPL inh,PAD4 inh,PAFAH1B2 FP inh,GSTO1 inh,pPAFAH FP inh,PAFAH2 FP inh,LYPLA2 counter
O=c1[nH]cnc2scc(-c3ccc(F)cc3)c12,3,-2,8,2,-3,1,-2,-2,4
CCCOP(=O)(c1ccccc1)c1ccccc1,2,2,-3,2,1,2,4,-3,7
O=C(/C=C/Nc1cccc([N+](=O)[O-])c1)c1cccs1,2,-1,13,2,4,2,12,2,7
CN1c2ccccc2C(C)(C)[C@]12C=Cc1cc(O)ccc1O2,-27,-8,-106,-76,-7,2,0,-11,-56
COc1ccc(CC(=O)Nc2cccc3c2CCCC3)cc1,-2,5,5,-1,7,6,1,-9,3
CC(=O)[C@@H]1[C@@H]2C(=O)N(C3CCCCC3)C(=O)[C@@H]2C2c3ccccc3C=CN21 (some centres undefined),-3,.,-22,-9,.,22,-1,.,4
COCCNC(=O)C1CC(=O)N(c2ccc(OC)cc2)C1c1ccc(OC)cc1 (centres undefined),-4,-2,14,-2,2,19,-6,-2,-2
Cc1ccc(-c2nc(CS(=O)(=O)CC(=O)NCCCN3CCN(C)CC3)c(C)o2)cc1,2,9,-12,-1,6,1,0,-1,0
CC(NC(=O)C(=O)N1CCCCC1)C(c1cccs1)N1CCN(c2ccc(F)cc2)CC1 (centres undefined),-1,-2,35,-6,-1,0,2,1,1

Other entries
structure,LYPLA1 inh,PAFAH1B3 inh,PREPL inh,PAD4 inh,PAFAH1B2 FP inh,GSTO1 inh,pPAFAH FP inh,PAFAH2 FP inh,LYPLA2 counter
N#Cc1ccc(C(=O)OCC(=O)Nc2cccc(S(=O)(=O)NC3=NCCC3)c2)cc1,.,12,27,5,1,.,3,11,.
O=C(COC(=O)C1=COCCO1)Nc1cc(C(F)(F)F)ccc1Cl,.,1,0,-3,1,.,3,28,.
CN1C=CC=C/C1=C1\SC(=S)N(C2CCCCC2)C1=O,0,0,0,6,6,0,2,11,6
COc1cccc(CNC(=O)CSCC(=O)Nc2cc(C)on2)c1,-1,1,-6,-5,2,1,4,4,-1
COc1cccc(OC)c1C(=O)Nc1ccc(C(=O)NCc2ccccc2)cc1,3,6,-6,1,3,-4,3,-3,5
C[C@]12CCC3c4ccc(O)cc4CCC3C1CC/C2=N\N (some centres undefined),-6,4,0,-5,0,0,8,0,-9
Cc1cc(SCc2cccc(C(F)(F)F)c2)nc(=O)[nH]1,1,5,-6,-3,0,1,8,5,6
CC(C)CC(=O)N1CCN(S(=O)(=O)c2ccccc2)CC1,1,6,-2,-3,5,-6,0,1,5
Cc1ccc(-n2ncc3c(=O)n(CC(N)=O)cnc32)cc1C,-2,2,6,-4,3,11,-3,-6,1
CC(NS(=O)(=O)c1ccc(CCC(=O)NCc2ccco2)cc1)c1ccccc1 (centres undefined),4,10,1,2,2,1,1,0,3

(further entries)
Results follow in this order: LYPLA1 inh | PAFAH1B3 inh | PREPL inh | PAD4 inh | PAFAH1B2 FP inh | GSTO1 inh | pPAFAH FP inh | PAFAH2 FP inh | LYPLA2 counter
- O=C(N/C(=C/c1cccnc1)C(=O)N1CCOCC1)c1ccccc1Cl
  -3 | 1 | -13 | 0 | -1 | -1 | -1 | 2 | 0
- CC(C)NS(=O)(=O)c1ccc(CCC(=O)Nc2cc(Cl)ccc2Oc2ccccc2)cc1
  -8 | 0 | 8 | -3 | 4 | -18 | 0 | -3 | -22
- Cc1cc(NC(=O)C(C)SCC(=O)OCC(=O)N(C)c2ccccc2)no1 (centres undefined)
  -2 | 11 | -3 | 6 | 1 | 8 | 6 | 4 | 4
- CC(C)(C)C(=O)Nc1ccc(N2CCN(S(C)(=O)=O)CC2)cc1
  0 | 13 | -2 | -4 | -4 | 3 | 3 | -1 | 10
- CCN1CCN(c2ccc(S(=O)(=O)N3CCOCC3)cc2NC(=O)c2ccc(Cl)cc2Cl)CC1
  5 | 4 | 11 | -1 | 8 | 1 | 3 | -4 | 9
- c1ccc2c(c1)CCN(c1nc3ccccc3n3cnnc13)C2
  -4 | -10 | 14 | 1 | -3 | -5 | -6 | -3 | -3
- CCOC(=O)c1cc(S(=O)(=O)N2CCOCC2)cn1C
  -4 | 8 | 9 | 3 | 0 | 9 | 0 | 7 | -3
- COc1ccc(OCCNC2CCCC2)cc1
  0 | 0 | 1 | -4 | -4 | 1 | -1 | -1 | 4
- Cc1cc2nn(-c3ccc(F)cc3)nc2cc1N
  1 | 0 | 7 | -2 | 3 | 9 | 9 | 4 | 7
- O=C(CCCCCNC(=O)N1CCn2c1nc1ccccc12)NCc1ccc(Cl)cc1
  3 | 8 | -4 | 0 | -1 | -1 | 1 | -4 | 3

(more compounds)
Results follow in this order: LYPLA1 inh | PAFAH1B3 inh | PREPL inh | PAD4 inh | PAFAH1B2 FP inh | GSTO1 inh | pPAFAH FP inh | PAFAH2 FP inh | LYPLA2 counter
- O=C(c1cc(-c2ccc(Cl)cc2)on1)N1CCCC1
  3 | 2 | 8 | -1 | 8 | 3 | 5 | -13 | 9
- CN(C)c1ccc(C2Nc3ccccc3C(=O)N2CCCN2CCOCC2)cc1 (centres undefined)
  1 | 5 | 21 | 4 | 3 | 3 | 3 | -8 | 2
- COc1ccccc1CN(C)CC(=O)Nc1ccc(Cl)cc1C(F)(F)F
  -4 | -7 | -6 | 2 | 2 | -2 | -3 | -14 | -8
- CCc1cc2c(=O)[nH]c(N3CCOCC3)nc2s1
  -2 | 8 | 0 | 0 | 5 | 1 | 3 | 6 | -6
- OCCC1CN(Cc2cccn2-c2cccnc2)CCN1C1CCCC1 (centres undefined)
  6 | 6 | 10 | -4 | 3 | 5 | 2 | 1 | 5
- O=C(O)c1cc2c(=O)c3ccccc3oc2nc1C(F)(F)F
  0 | 5 | 2 | 2 | -1 | 3 | 3 | -4 | 4
- COC(=O)c1sc(N)c(C(=O)OC)c1CSc1nc2sc3c(c2c(=O)n1C)CCC3
  1 | 5 | 14 | -8 | 3 | -3 | 9 | 2 | 3
- COCCCn1c2nc3ccccc3nc2c2c(=O)n(-c3ccccc3OC)cnc21
  -3 | 0 | -6 | 3 | 0 | -4 | -5 | -4 | -2
- O=C(Oc1ccc2c(c1)OCO2)c1ccc(Br)c(S(=O)(=O)N2CCOCC2)c1
  2 | 0 | 15 | 1 | 4 | -1 | 8 | -1 | 4
- O=C(CC1CCOCC1)Nc1ccc(Cl)c(Cl)c1
  -3 | 4 | 8 | -4 | 3 | 0 | -2 | 6 | 3
- Cc1ccc(NC(=O)c2cc(-c3ccccc3)nn2-c2ccccc2)cc1
  -5 | -2 | -6 | -5 | -5 | -2 | -6 | -5 | -4
- O=C(CCCN1C(=O)CCC1=O)Nc1ccc(Cl)c(C(F)(F)F)c1
  0 | 7 | 21 | 1 | -2 | 8 | 5 | -1 | 2
- COc1ccc(NC(=O)CSc2ccc3nnc(CCNC(=O)c4ccccc4)n3n2)cc1OC
  -1 | -6 | -4 | -3 | 0 | 5 | -1 | -11 | -3

Screening data: PubChem BioAssay, The Scripps Research Institute Molecular Screening Center

These rows are one share of the data; the hit share may differ from the screen's.
